proCasp7 act: procaspase-7 activators, primary screen, counter-screen for procaspase-3 activator project, biochemical, absorbance, HTS, human; Caspase-7 (Homo sapiens), P55210; 330,000 tested, 0.093% active; activation, % at 8.5 µM; recombinant procaspase-7, Ac-DEVD-pNA absorbance 405 nm; D23A/D198A/D206A triple mutant, cannot self-cleave; scale: DMSO 0, 5 µM enzyme 100;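 active means percent activation above the screen-wide mean plus 3 SD, cut at about 25% in these data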
Target sequence (P55210 whole entry D23A/D198A/D206A): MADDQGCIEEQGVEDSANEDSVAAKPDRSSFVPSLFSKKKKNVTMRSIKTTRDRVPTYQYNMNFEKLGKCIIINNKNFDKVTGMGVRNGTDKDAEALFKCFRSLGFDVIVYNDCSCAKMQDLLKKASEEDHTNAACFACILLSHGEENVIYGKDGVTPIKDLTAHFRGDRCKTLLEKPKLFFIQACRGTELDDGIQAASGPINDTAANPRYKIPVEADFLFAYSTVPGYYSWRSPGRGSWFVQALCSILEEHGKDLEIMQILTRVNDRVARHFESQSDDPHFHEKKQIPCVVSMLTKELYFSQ
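signal = Epi-absorbance of released pNA at 405 nm, two timepoints | assay system = Uncleavable procaspase-7 mutant enzyme | reagent = Ac-DEVD-pNA substrate, 400 µM as added | times = 1 h enzyme–compound preincubation and 2 h substrate reaction, both 25 °C | benchmarks = low DMSO alone, high DMSO plus 5 µM PC-7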
PP1 inh: PP1-alpha phosphatase inhibitors, primary screen, counter-screen for PP5 inhibitor project, biochemical, fluorescence, OMFP substrate, single point. purified PP1alpha. Serine/threonine-protein phosphatase PP1-alpha catalytic subunit (Homo sapiens), P62136. AID 2235, 2010. 320,000 tested, 0.9% active. inhibition, % at 6.7 µM;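 active means inhibition above the mean inhibition of all tested compounds plus 3 SD, computed separately for each screening campaign, cut at about 15% in these data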
Fh CTSL1 inh: Fasciola hepatica cathepsin L1 inhibitors, primary screen, counter-screen for PFM18AAP inhibitor project, biochemical, QFRET, fluorogenic peptide substrate; 300,000 tested, 0.49% active; inhibition, % at 5.96 µM; recombinant F. hepatica cathepsin L1, Z-Leu-Arg-MCA fluorescence;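 active means inhibition above the mean of all tested compounds plus 3 SD, set per screening campaign, cut at about 17% in these data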;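 further: 0% = plate median of test compound wells and 100% = 1 µM Z-Phe-Ala-diazomethylketone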
JMJD2C inh: inhibitors of GASC-1 histone demethylase, primary screen, biochemical, fluorescence, DELFIA europium | AID 2099, 2009 | GST-JMJD2C(1-420) H3K9me3 demethylation | 330,000 tested, 0.069% active | inhibition, % at 2.35 µM | Lysine-specific demethylase 4C (Homo sapiens), Q9H3R0;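 active means more than half of a compound's replicate wells show inhibition beyond 50%, single wells judged on their own value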;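 further: signal counts dimethyl H3K9 product captured on neutravidin plate; 0% = median of DMSO wells and 100% = 0.3 times that DMSO median; strong numbers were not always called active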
PP5 inh: PP5 phosphatase inhibitors, primary screen, biochemical, fluorescence; inhibition, % at 6.7 µM; AID 1987, 2009; 320,000 tested, 0.18% active; purified PP5c, OMFP substrate fluorescence;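 active means inhibition above the campaign's mean inhibition across all tested compounds plus 3 SD, cut at about 9.5% in these data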;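 further: 0% = DMSO only and 100% = 100 µM cantharidin control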
Target sequence (P53041 whole entry, looked up): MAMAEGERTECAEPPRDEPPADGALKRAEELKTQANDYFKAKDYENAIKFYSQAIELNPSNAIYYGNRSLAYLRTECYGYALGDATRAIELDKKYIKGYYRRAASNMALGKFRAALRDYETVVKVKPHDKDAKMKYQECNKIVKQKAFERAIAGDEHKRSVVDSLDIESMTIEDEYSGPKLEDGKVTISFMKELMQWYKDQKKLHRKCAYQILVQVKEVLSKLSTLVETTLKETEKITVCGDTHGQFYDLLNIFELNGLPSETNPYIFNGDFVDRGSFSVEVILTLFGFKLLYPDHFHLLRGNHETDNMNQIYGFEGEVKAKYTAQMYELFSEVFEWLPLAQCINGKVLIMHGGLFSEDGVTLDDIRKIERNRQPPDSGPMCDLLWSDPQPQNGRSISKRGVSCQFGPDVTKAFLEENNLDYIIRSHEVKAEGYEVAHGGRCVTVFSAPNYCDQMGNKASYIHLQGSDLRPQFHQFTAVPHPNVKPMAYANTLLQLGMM
TPT1 inh: Candida albicans TPT1 enzyme inhibitors, primary screen, biochemical, fluorescence polarization. tRNA 2'-phosphotransferase TPT1 (Candida albicans SC5314). recombinant caTPT1, FP RNA substrate dephosphorylation. inhibition, % at 5 µM. 300,000 tested, 0.81% active;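 active means inhibition above the mean of all tested compounds plus 3 SD, set per screening campaign, cut at about 24% in these data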;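 further: plate controls were DMSO alone for no effect and ferristatin control at 100 nM for full effect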
proCasp3 act: activators of human procaspase-3 D3A mutant, primary screen, biochemical, absorbance, PC-3 D3A mutant, single concentration. Caspase-3 (Homo sapiens), P42574. recombinant procaspase-3 D3A, Ac-DEVD-pNA absorbance 405 nm. activation, % at 8.5 µM. 330,000 tested, 0.11% active. AID 463141, 2010;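 active means activation above the mean of all tested compounds plus 3 SD, cut at about 21% in these data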;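 further: 0% = DMSO alone and 100% = DMSO wells spiked with extra 5 µM PC-3 D3A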
Target sequence (P42574 whole entry D9A/D28A/D175A): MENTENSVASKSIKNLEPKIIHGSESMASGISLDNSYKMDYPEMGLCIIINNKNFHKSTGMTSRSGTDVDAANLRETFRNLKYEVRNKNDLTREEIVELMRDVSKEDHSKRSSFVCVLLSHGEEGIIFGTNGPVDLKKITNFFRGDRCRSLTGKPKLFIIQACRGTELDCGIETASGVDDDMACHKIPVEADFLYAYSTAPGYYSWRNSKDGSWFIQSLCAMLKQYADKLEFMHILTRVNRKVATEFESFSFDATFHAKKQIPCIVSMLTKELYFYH
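System: Procaspase-3 D3A mutant. Medium: Zinc-free 300 mM NaCl, 50 mM HEPES, 0.01% Triton X-100. Schedule: 1 h preincubation plus 2 h reaction at 25 °C. Measured by: 405 nm absorbance of p-nitroaniline, reads at 0 and 120 min. Read-out: percent activation relative to control range.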
Efflux pump mplx: inhibitors of Candida efflux pumps in yeast, primary screen, S. cerevisiae, Nile Red, multiplex; S. cerevisiae Candida pump triplex; inhibition, % at 10 µM; 330,000 tested, 0.44% active; AID 485275, 2010;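 active means plate passing quality check with inhibition over a set limit, or well fluorescence over plate mean plus 4 SD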;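 further: Nile Red retained in pooled yeast measured as flow cytometry median fluorescence; 0% = buffer negative control and 100% = Enniatin B positive control; higher means more Nile Red kept so more efflux inhibition; some compounds called inactive have numbers as strong as hits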
core dimer inh: inhibitors of HCV core protein dimerization, primary screen, biochemical, TR-FRET, high-throughput. TR-FRET GST/Flag-core106 dimerization, 1536-well. inhibition, % at 5 µM. 300,000 tested, 0.33% active;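 active means inhibition above the mean of all tested compounds plus 3 SD, set per screening campaign, cut at about 45% in these data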
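Assay system – GST-tagged and Flag-tagged HCV core protein residues 1-106 · Quantity – core106 proteins, GST 13.5 nM and Flag 17 nM · Benchmarks – unlabelled core106 and no-GST-core106 wells · Read-out basis – percent inhibition of core106 dimerization signal · Detection – time-resolved FRET, ex 340 nm, em 617 and 671 nm · Schedule – 4 h at 22.5 °C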
* = called active by the depositor; · = no result given; & = joins results of further samples. Random draw from the library; about 2.9% have a hit in one of these screens.

item	Molecule	proCasp7 act	PP1 inh	Fh CTSL1 inh	JMJD2C inh	PP5 inh	TPT1 inh	proCasp3 act	Efflux pump mplx	core dimer inh
1	NC(=O)c1ccc(NC(=O)COC(=O)CCN2C(=O)c3ccccc3C2=O)cc1	-1	·	·	0	·	·	11	0.0	·
2	O=C(c1cc(-c2ccccc2)nn1-c1ccccc1)N1CCN(S(=O)(=O)c2cccc(F)c2)CC1	1	-10	1	-6	0.4	0	-13	0.0	7
3	NC(=O)CSc1nc(C23CC4CC(CC(C4)C2)C3)nc2ccccc12	1	1	3	4	1.4	-1	2	0.0	18
4	CCOC(=O)C(=O)N(Nc1ccccc1C)c1ccccc1C	-3	-3	3	-1	2.2	-1	14	0.0	5
5	Cc1cc(NC(=O)c2cc(-c3ccc(C)c(C)c3)nc3ccccc23)no1	-1	3	-4	-5	3.1	1	-1	0.1	7
6	O=C(Nc1ccc(F)cc1)N(Cc1ccco1)Cc1cc2cc3c(cc2[nH]c1=O)OCO3	7	0	3	9&-2	1.1	0	2	0.1	12
7	O=[N+]([O-])c1nn(-c2ccccc2)[n+]([O-])c1N1CCN(c2ccccc2)CC1	-2	1	2	-10	0.7	-1	2	-0.2	1
8	CN(c1ccccc1C(=O)Nc1ccc(S(=O)(=O)N2CCOCC2)cc1)S(=O)(=O)c1ccccc1	6	-2	3	8	0.7	-4	4	0.1	-5
9	Cc1ccc(CNC(=O)CCCc2cn(C)c3ccccc23)cc1	5	-1	3	-2	4.9	-2	-2	0.2	3
10	CC1(C)Cn2c(nnc2-c2cccc(O)c2)S1	7	-1	-2	-73	4.0	1	3	0.1	-8
11	CCc1nnc(NC(=O)CSc2ccc(-c3ccc(C)cc3)nn2)s1	6	2	1	-2	-1.8	-1	-2	0.1	3
12	Cc1c(C(N)=O)c(N)c(C(=O)c2ccccc2)n1-c1ccccc1	3	-4	-2	-8	-0.4	-3	-10	-0.1	6
13	Cc1cc(N2CCCCC2)ccc1[N+](=O)[O-]	-13	1	4	5	1.5	-2	-3	0.2	-5
14	COCCNC(=S)Nc1ccc2[nH]c(=O)[nH]c2c1	-1	-5	2	-7	0.0	-5	3	0.0	-1
15	Nc1nonc1NC(=O)CSc1nc2ccccc2s1	2	1	-1	-7	0.1	-2	-7	-0.1	-1
16	CCSCc1nc(N)nc(NCCc2ccccc2)n1	-2	1	-5	-29	1.9	0	-2	0.1	9
17	COc1ccc(C2C=C(Nc3ccccc3)C(=O)N2c2ccccc2)cc1OC (configuration not stated)	-4	7	0	-4	2.4	9	-8	0.5	3
18	CCn1c(=S)[nH]c2cc(C(=O)OC)ccc2c1=O	-4	3	0	-5	0.2	2	-3	0.1	4
19	O=c1[nH]c(C2CCN(S(=O)(=O)c3ccc(S(=O)(=O)NC4CC4)cc3)CC2)nc2c1nnn2Cc1ccccc1	-4	10	4	0	2.7	-1	4	0.5	18
20	CCCC(=O)Nc1ccccc1-c1nnn(CC(=O)Nc2ccc(OC)cc2)n1	8	2	0	-4	1.6	-3	0	0.0	4
21	Cc1cc(C)c(S(=O)(=O)NCc2cccnc2)c(C)c1	1	5	-3	-7	3.0	-5	2	-0.1	-15
22	COc1cc(F)ccc1S(=O)(=O)NCc1cccnc1	-5	3	3	6	-2.8	3	-1	0.1	-7
23	CC1CN/C(=C\C(=O)c2ccc(Cl)cc2)C(=O)N1 (configuration not stated)	-4	-8	-1	15	2.8	2	1	0.1	-6
24	COC(CNC(=O)c1ccc(N2CCC3(CC2)OCCO3)c([N+](=O)[O-])c1)OC	5	-1	0	2	1.5	-1	1	-0.1	-5
25	CCC(CC)c1nnc(NC(=O)c2ccco2)s1	-1	-3	2	6	-0.7	-2	-4	0.1	3
26	O=C(O)C1CC(=O)N(CCc2c[nH]c3ccccc23)C1 (configuration not stated)	6	-1	0	-1	0.2	-1	10	-0.3	-5
27	Cc1cccnc1NC(=O)c1ccc2c(c1)OCO2	1	-3	0	0	-2.3	-2	-2	0.0	2
28	COc1ccc(C)cc1-n1ccn(CC(=O)Nc2ccc(Br)cc2F)c(=O)c1=O	10	-3	0	-4	0.8	-4	-7	-0.3	5
29	Cc1cc(Cl)cc(Cl)c1OCCCCN(C)C	0	5	0	-15	3.5	0	3	0.3	-6
30	Cc1occc1C(=O)NC(C)C12CC3CC(CC(C3)C1)C2 (configuration not stated)	8	-1	0	0	2.9	5	-6	0.1	7
31	COc1ccc(C(F)(F)F)cc1NC(=O)c1nc2nc(C)cc(C(F)F)n2n1	2	2	0	4&0	-0.1	-6	3	0.0	6
32	COc1ccc([N+](=O)[O-])cc1N(CC(=O)Nc1ccccc1C(=O)NC(C)C)S(C)(=O)=O	13	-1	-3	0	0.3	-1	6	0.0	-1
33	O=c1c2ccccc2ncn1-c1cccc(Cl)c1	0	1	1	-3	-0.5	-5	1	0.0	-3
34	CN(C)CCN1C(=O)C(=O)/C(=C(/O)c2ccc3c(c2)OCCO3)C1c1ccccn1 (configuration not stated)	-11	-3	2	2	3.5	-2	1	0.1	-2
35	O=C(Nc1ccc(S(=O)(=O)N2CCCC2)cc1)C1COc2ccccc2O1 (configuration not stated)	-2	-2	2	-4	1.0	6	-1	0.1	-2
36	Cc1ccc(C(=O)Nc2ccc(Nc3ccccc3)cc2)cc1C	-10	-1	-5	-1	2.2	1	-3	0.0	-8
37	NS(=O)(=O)c1ccc(Cl)cc1[N+](=O)[O-]	1	0	-2	3	0.5	1	6	0.1	0
38	O=C(C1=C[C@H](c2ccccc2)C[C@H](OCCCCO)O1)N1CCOCC1	6	4	-2	-1	1.9	-4	2	-0.1	-7
39	O=c1c(-c2nnc(SCc3ccc(Cl)cc3Cl)o2)cccn1Cc1ccccc1	87*	16*	-3	-3	-2.2	4	24*	0.5	8
40	Cc1onc(-c2ccccc2)c1C(N)=O	11	-6	-1	5	4.4	0	8	0.2	2
41	CCn1cc(/C=C(\NC(=O)c2ccccc2F)C(=O)N2CCCC2)c2ccccc21	-2	0	6	7	-1.0	6	-1	-0.1	4
42	CN(C(=O)CN1C(=O)CCSc2ccc(S(=O)(=O)N3CCCC3)cc21)c1ccccc1	-5	0	0	-2	2.4	-2	2	0.1	6
43	O=C(Nc1cc(S(=O)(=O)N2CCOCC2)ccc1Cl)c1cc([N+](=O)[O-])ccc1Cl	17	·	·	14	·	·	1	0.3	·
44	Cc1cc(OCC(=O)N2CCN(c3ccccc3)CC2)c2c(C)c(C)c(=O)oc2c1	-12	1	3	-5	0.2	0	2	0.0	6
45	CCC1CCCCN1C(=O)CCC(=O)Nc1nnc(C(F)(F)F)s1 (configuration not stated)	-10	1	-1	-1	-0.1	-1	1	0.1	-30
46	CCOC(=O)c1c(C)[nH]c(C(=O)OCC(=O)N2CC(C)OC(C)C2)c1C (configuration not stated)	-7	0	-5	-1	1.7	0	6	0.1	5
47	CC1(C)CC(=O)C(C=NCCO)=C(O)C1	-5	-2	-4	3	2.4	-9	-4	0.2	-12
48	O=C(Nc1nc(-c2ccc(F)cc2)cs1)c1cnccn1	-12	9	11	4	-8.6	-3	4	-0.5	31
49	COc1ccc(C)c2sc(=NC(=O)c3ccccc3)n(C)c12	2	4	4	10	3.7	-3	9	0.0	1
50	Cn1cccc1-c1cc(C(=O)N/N=C/c2ccc(Cl)cc2)[nH]n1	-8	3	1	1	1.7	-4	1	0.1	-8
51	O=C1CCOc2cc(OCc3ccccc3)ccc21	-8	0	0	1	2.4	-4	2	0.1	-9
52	CC(C)[C@H](NC(=O)C1CCN(S(=O)(=O)c2ccccc2)CC1)C(=O)NCc1ccncc1	9	-2	2	17	1.0	-3	4	0.0	8
53	CC12COC3(C(=O)Nc4ccc5ccccc5c4)CC1CCC32C (configuration not stated)	3	1	7	-2	0.7	-1	10	-0.1	-1
54	COc1cc2c(cc1OC)CN(c1ccc(C(F)(F)F)cn1)CC2	-2	2	-2	-4	1.5	-1	6	-0.1	-2
55	Cc1cc(C)cc(N(C(C)C(=O)NCCC2=CCCCC2)S(C)(=O)=O)c1 (configuration not stated)	-9	2	1	-8	4.8	0	4	-0.1	1
56	CCN1C(=O)c2cccc3c(NC(=O)c4cccc(N5C(=O)CCC5=O)c4)ccc1c23	10	1	8	-2	-0.2	2	-3	0.0	-17
57	CSC(=Nc1ccccc1)Nc1ccccc1	-7	-1	-3	-11	4.3	-4	3	0.0	4
58	O=C(Nc1ccc(C(F)(F)F)cc1)c1csc(-c2ccncc2)n1	2	1	-1	12	1.7	1	6	0.0	1
59	CCOc1ccc(-c2nnc3sc(COc4ccc(C)cc4)nn23)cc1	3	2	1	29	1.0	-3	-11	-0.1	14
60	CCN(CC)C(=O)CN(c1ccc(F)c(Cl)c1)S(C)(=O)=O	4	-2	-1	7	1.3	-1	5	0.0	2

Remaining list, next part:
item	Molecule	proCasp7 act	PP1 inh	Fh CTSL1 inh	JMJD2C inh	PP5 inh	TPT1 inh	proCasp3 act	Efflux pump mplx	core dimer inh
61	N#Cc1ccccc1OCc1cccc(S(=O)(=O)N2CCOCC2)c1	-5	-3	·	·	-0.8	·	2	0.1	·
62	COc1ccc(-c2nc(SCC(=O)NC3CCCC3)c(-c3ccc(OC)cc3)[nH]2)cc1	-3	-6	-3	-12	5.8	4	-3	0.3	0
63	COc1ccc(-n2c(Cc3cccn3C)nnc2SCC(=O)Nc2ccccc2C)cc1	1	-2	0	-2	-0.2	2	-3	0.3	2
64	O=C(Nc1ccccc1)Nc1cc([N+](=O)[O-])ccc1F	0	-1	-2	12	2.1	1	5	-0.7	1
65	Cc1nn2c(-c3ccncc3)ccnc2c1Cl	14	-4	-1	3	2.4	-1	2	-0.1	3
66	Cc1ccc(NS(=O)(=O)c2ccc(C3CCCCC3)cc2)cc1	-5	4	5	47	1.5	-12	7	-0.2	3
67	Cc1sc(N(C(=O)CCc2ccccc2)c2ccc(C(=O)O)cc2)nc1-c1ccccc1	2	20*	4	10	4.7	1	8	0.1	22
